Gal4-VP16 FLuc: Gal4-VP16 reporter inhibition counter-screen | Drosophila S2 Gal4-VP16 UAS-luciferase, luminescence, 20 h | Potency, µM (doses to about 53.6 µM), without a hit: at the top dose activity, negative = inhibition, hits mostly inhibitors | actives 3.5% (n = 310,000) | AID 2546;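 also: Gal4-VP16 expression switched on by copper sulfate through the metallothionein promoter; % is scaled to controls: 0 for no effect and ±100 for the full control effect; nearly all actives have a fitted effect of over 50% in size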
Menin MLL FP TR: menin-MLL binding inhibition, Texas Red mutant peptide | O00255 | Menin + Texas Red MLL mutant peptide, fluorescence polarization | actives 0.23% (n = 270,000) | Potency, µM (titrated, usually from 61.6 µM), for the others: at the top dose FP activity change, negative = inhibition, most hits filed as inhibitors; active = well fitted inhibition curve with a large enough effect in the polarisation, with a control signal flat, not every such curve was filed as active; inconclusive = small, poorly fitted or top-dose-only effect, or effect the other way, or a change in a side signal; inactive = no such curve, though single readings can be large or run the other way; the % refers to the polarisation; also: % of control where 0% means no effect; many of its hits are not listed in these tables
Target sequence (O00255 whole entry, looked up): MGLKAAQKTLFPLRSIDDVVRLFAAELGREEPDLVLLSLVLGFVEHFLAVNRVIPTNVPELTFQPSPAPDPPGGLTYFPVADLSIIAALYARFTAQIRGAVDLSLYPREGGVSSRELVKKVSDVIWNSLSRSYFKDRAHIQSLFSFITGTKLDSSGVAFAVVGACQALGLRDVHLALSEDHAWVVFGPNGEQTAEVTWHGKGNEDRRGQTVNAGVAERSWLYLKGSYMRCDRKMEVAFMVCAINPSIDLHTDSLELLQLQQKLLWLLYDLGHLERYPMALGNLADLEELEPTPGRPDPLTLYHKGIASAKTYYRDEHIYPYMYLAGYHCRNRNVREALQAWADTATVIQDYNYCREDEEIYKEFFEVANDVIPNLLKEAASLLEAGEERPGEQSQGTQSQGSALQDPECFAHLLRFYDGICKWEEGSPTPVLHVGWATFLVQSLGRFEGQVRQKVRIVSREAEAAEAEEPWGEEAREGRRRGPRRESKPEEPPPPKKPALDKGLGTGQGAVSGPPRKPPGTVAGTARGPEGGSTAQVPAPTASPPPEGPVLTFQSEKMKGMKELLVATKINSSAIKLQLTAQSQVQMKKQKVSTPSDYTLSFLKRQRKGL
RORg inh: inhibitors of mouse ROR gamma transcriptional activity; P51450; Drosophila S2 Gal4-RORgamma UAS-luciferase reporter, 20 h; Potency, µM (series often up to 53.6 µM), for the others: top-dose activity change, negative = inhibition, actives largely listed as inhibitors; actives 5.4% (n = 310,000); AID 2551; also: % is scaled to controls: 0 for no effect and ±100 for the full control effect; nearly all actives have a fitted effect of over 60% in size
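Using a luciferase readout, inhibitors were identified by reduced reporter activity in Drosophila cells coexpressing a copper-inducible Gal4–ROR gamma fusion and UAS-driven Photinus luciferase, incubated 20 hr after 700 uM copper sulfate.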
Active calls of the source: *; ? = inconclusive; & = joins results of further samples; [ ] = remark or other dose. Unless noted, calls follow the shape of the dose curve; as a rule, active = well fitted curve in the direction sought with a large enough effect; inconclusive = small, poorly fitted or top-dose-only effect, or another doubt; inactive = no such curve, though single readings can be large; an effect the other way counts as inactive or inconclusive. Potency is read from the fitted curve at half-maximal effect. Only part of the results is shown, so the mix of outcomes need not match the whole.

SMILES	Gal4-VP16 FLuc	Menin MLL FP TR	RORg inh
CCCCC/C=C\C/C=C\C/C=C\CC1OC1CCCC(=O)O (configuration not stated)	4%	-1%	2%
CCCCCCC#CC1C=CC(Oc2ccc(C=O)cc2)C(CO)O1 (configuration not stated)	-2%[10 µM]	0%[11.7 µM]	14%[10 µM]
CN1CCN(c2ncnc3ccc(-c4cccnc4)cc23)CC1	-4%	?	17%
c1ccc2nc3ccccc3cc2c1	-4%	14%	-30%
COc1ccc(CNc2cc(-c3ccccc3OC)ncn2)c(OC)c1	6%	-3%	-8%
CC[C@H](C)[C@H](NC(=O)[C@H](CCC(=O)O)NC(=O)[C@@H](N)CO)C(=O)N[C@@H](CCC(N)=O)C(=O)N[C@@H](CC(C)C)C(=O)N[C@@H](CCSC)C(=O)N[C@@H](Cc1cnc[nH]1)C(=O)N[C@@H](CC(N)=O)C(=O)N[C@@H](CC(C)C)C(=O)NCC(=O)N[C@@H](CCCCN)C(=O)N[C@@H](Cc1cnc[nH]1)C(=O)N[C@@H](CC(C)C)C(=O)N[C@@H](CC(N)=O)C(=O)N[C@@H](CO)C(=O)N[C@@H](CCSC)C(=O)N[C@@H](CCC(=O)O)C(=O)N[C@@H](CCCNC(=N)N)C(=O)N[C@H](C(=O)N[C@@H](CCC(=O)O)C(=O)N[C@@H](Cc1c[nH]c2ccccc12)C(=O)N[C@@H](CC(C)C)C(=O)N[C@@H](CCCNC(=N)N)C(=O)N[C@@H](CCCCN)C(=O)N[C@@H](CCCCN)C(=O)N[C@@H](CC(C)C)C(=O)N[C@@H](CCC(N)=O)C(=O)N[C@@H](CC(=O)O)C(=O)N[C@H](C(=O)N[C@@H](Cc1cnc[nH]1)C(=O)N[C@@H](CC(N)=O)C(=O)N[C@@H](Cc1ccccc1)C(=O)O)C(C)C)C(C)C	-7%	-1%	9%
OC1C=C2CCN3Cc4cc5c(cc4C(C1O)C23)OCO5 (configuration not stated)	11µM*	0%	?
CCCCC/C=C\C[C@@H](O)/C=C/C=C\CCC(=O)O	-2%	7%	4%
COC(=O)c1nnc(C(=O)NCc2ccccc2)c2[nH]c3ccc(OC)cc3c12	-5%	2%	10%
CC(=O)C1=C(C)N(Cc2ccco2)C(=O)N[C@@H]1c1ccccc1	-4%	-12%	-4%
COC(=O)N1[C@H]2CC[C@@]3(C)CC(=O)C[C@]1(C)C3c1ccccc12	-10%	4%	-20%
FC(F)(F)c1cc(CN2CC3(CCNCC3)C2)cc(C(F)(F)F)c1	-9%	4%	-3%
CCNc1ncc2nc(-c3ccc(Cl)cc3)c(=O)n(-c3ccccc3)c2n1	-7%	-8%	2%
CN=C1C=CC(=C(c2ccc(N(C)C)cc2)c2ccc(N(C)C)cc2)C=C1	2.5µM*	?	?
O=S(=O)(c1ccccc1)N1CCC[C@@]2(CCN(c3ccncc3)C2)C1	-7%	-1%	-15%
CN(C)C(=O)c1ccc(-c2cc(NCc3ccccc3)ncn2)cc1	1%	-25%	0%
C=CC(C1=CC(=O)C(OC)=CC1=O)c1ccccc1 (configuration not stated)	?	?	?
C(=C\c1nc(-c2ccccc2)oc1Nc1ccc2ccccc2c1)/c1ccccc1	-8%	-16%	-6%
CN(C)c1nc(-c2ccc3c(c2)OCO3)nc2ccccc12	-2%	1%	-5%
C#C[C@]1(O)CC[C@H]2[C@H]3[C@H](CC[C@@]21C)C1=C(CC(=O)CC1)C[C@@H]3C	-3%	0%	-4%
COc1cccc(C2=Nn3c(nnc3-c3cccc(OC)c3OC)SC2)c1	-1%	-4%	-3%
CSCC[C@H](NC(=O)c1ccc(NC[C@@H](N)CS)cc1-c1ccccc1)C(=O)O	-5%	1%	-3%
COc1cccc(Cn2c(=O)c(-c3ccc(F)c(F)c3)nc3cncnc32)c1	-3%	39%[activator]	1%
CCCCCCCCCCCCCCCC(=O)OC(C)C	-5%	-5%	-17%[10 µM]
Nc1ccccc1S(=O)(=O)Nc1cccc2cccnc12	2.2µM*	?	1.6µM*
COc1cc2c(cc1CC=C(C)C)C(=O)C[C@@H](c1ccc(O)cc1)O2	11µM*	74%[activator]	-40%
COc1ccc(NC(=O)N2CC[C@@]3(CCCN(C(=O)c4ccc(OC)cc4)C3)C2)cc1	-5%	1%	-15%
CCOC(=O)c1c(N)sc2c1CCN(Cc1ccccc1)C2	10%	-7%	-24%
N#Cc1ccc(CN2CCC3(CC2)CCN(C(=O)c2cc(C(F)(F)F)cc(C(F)(F)F)c2)CC3)cc1	-9%	-12%	36%
COc1ccc(-c2oc3ccc(C)cc3c(=O)c2O)cc1OC	?	-6%[24.8 µM]	5µM*
CCCCC/C=C\C\C=C/C=C/C=C/[C@@H](SCC(NC(C)=O)C(=O)O)[C@@H](O)CCCC(=O)O (some centres not stated)	2%	-12%	41%
COc1cccc(-c2nc(NCCN3CCOCC3)c3ccccc3n2)c1	5%	-4%	10%
CS(=O)(=O)Nc1cccc(-c2ccc3ncnc(NCc4cccs4)c3c2)c1	5%	?	?
CO[C@H]1[C@@H](OC(N)=O)[C@H](O)[C@@H](Oc2ccc3c(O)c(NC(=O)c4ccc(O)c(CC=C(C)C)c4)c(=O)oc3c2C)OC1(C)C	-5%[17 µM]	5%[24.8 µM]	-15%[2.98 µM]
COc1cccc(-c2cc(=O)c3cc(O)ccc3o2)c1	?	8%[24.8 µM]	-36%
Cn1cccc1C(=O)N1CCC2(CCCN(Cc3ccc(C#N)cc3)C2)CC1	-5%	?	-20%

Single records (already shown). Screens in order: Gal4-VP16 FLuc | Menin MLL FP TR | RORg inh
`COc1cccc(-c2nc(NCCN3CCOCC3)c3ccccc3n2)c1` is listed with 5% | -4% | 10%
`COc1cc2c(cc1CC=C(C)C)C(=O)C[C@@H](c1ccc(O)cc1)O2` is listed with 11µM* | 74%[activator] | -40%
`CCCCC/C=C\C\C=C/C=C/C=C/[C@@H](SCC(NC(C)=O)C(=O)O)[C@@H](O)CCCC(=O)O` (some centres not stated) is listed with 2% | -12% | 41%
`CCOC(=O)c1c(N)sc2c1CCN(Cc1ccccc1)C2` is listed with 10% | -7% | -24%
`COc1ccc(NC(=O)N2CC[C@@]3(CCCN(C(=O)c4ccc(OC)cc4)C3)C2)cc1` is listed with -5% | 1% | -15%

Following part.
SMILES	Gal4-VP16 FLuc	Menin MLL FP TR	RORg inh
Nc1ncc(O)c(N)n1	-6%	5%	10%
CS(=O)(=O)N1CCC2(CC1)CN(Cc1ccccc1)C2	4%	5%	-10%
CCCC/C=C/[C@H](c1ccccc1)[C@H](CO)Cc1cnc2ccccc2c1	-8%	?	4%
COc1ccccc1-c1nc(NCCc2cnc[nH]2)c2ccccc2n1	-8%	-18%	-34%
COc1ccccc1CNc1cc(-c2ccccc2Cl)ncn1	0%	-1%	-13%
Cn1cccc1C(=O)N1CCC2(CCCN(Cc3ccccc3)C2)CC1	4%	-28%	-1%
COc1ccccc1CNc1ncnc2ccc(-c3ccccc3C#N)cc12	?	9%	?
C[N+](C)(CCCCCC[N+](C)(C)CCCN1C(=O)c2ccccc2C1=O)CCCN1C(=O)c2ccccc2C1=O	4%	?	0%
CC(=O)N[C@@H](C(=O)O)C(C)(C)SN=O	4%	?	12%
O=C(Nc1ccccc1)N1CCC2(CC1)CCN(C(=O)c1cnccn1)CC2	?	21%	23%
Cc1cccc(CNc2nc(-c3ccccc3CN(C)C)nc3ccccc23)c1	?	-14%	22µM*
CN[C@@H]1[C@H](O[C@@H]2O[C@H](C)[C@@](O)(CO)[C@H]2O[C@H]2[C@H](O)[C@H](O)[C@H](N=C(N)N)[C@@H](O)[C@@H]2N=C(N)N)O[C@@H](CO)[C@H](O)[C@H]1O	0%	-2%	-16%
O=c1c2ncn([C@@H]3O[C@@H]4COP(=O)(O)O[C@H]4[C@H]3O)c2nc2[nH]c(-c3ccccc3)cn12	-7%	-27%	22%
CNc1ncncc1-c1c(C)noc1C	-3%	4%	11%
CS(=O)(=O)Nc1cccc(-c2nc(Nc3ccccc3)c3ccccc3n2)c1	-13%	?	13%
CC(=O)N[C@@H](Cc1ccc(O)cc1)C(=O)O	-11%	12%	-12%
COCCn1c(=O)c(C)nc2cnc(Oc3ccc(OC)cc3)nc21	3%	-9%	19%
CN1CCCC[C@@H]1CCN1c2ccccc2Sc2ccc(S(C)=O)cc21 (some centres not stated)	?	2%	-41%[10 µM]
CN1CCCC2(CCN(S(=O)(=O)c3ccccc3)CC2)C1	-6%	-12%	-7%
CC(=O)OC1CC[C@]2(C)C(CC(OC(C)=O)[C@@]3(C)C4=CC(=O)OC(c5ccoc5)[C@]4(C)CCC23)C1(C)C (some centres not stated)	-1%&-9%&-11%	-23%&-12%&-23%	13µM*
Cc1nc2cnc(OCc3ccccc3)nc2n(C)c1=O	18%	2%	?
COc1ccccc1CNc1ncncc1-c1cccnc1	5%	0%	7%
COc1ncc2nc(-c3ccc(Cl)cc3)c(=O)n(CCC#N)c2n1	-7%	-6%	-3%
COc1ccc(C2C=C3CNS(=O)(=O)C3CC2OC(=O)c2ccc(C(F)(F)F)cc2)cc1 (configuration not stated)	?	38%[activator]	?
CC(=O)N1CCC[C@@]2(CCN(Cc3ccc(C#N)cc3)C2)C1	-11%	11%	-3%
COC(=O)[C@H](CCSC)NC(=O)C/C=C\[C@@H](C)CO	-7%[10 µM]	11%[11.7 µM]	-6%[10 µM]
COc1ccccc1-c1cncnc1NCc1cccs1	6%	-10%	0%
CC(=O)NCCNc1nc(-c2ccccc2C(F)(F)F)nc2ccccc12	7%	-10%	15%
COc1ccc2c(c1)OC(=O)CC2c1ccc2c(c1)OCO2 (configuration not stated)	-4%	?	0%
Cn1c(=O)c(-c2cccs2)nc2cnc(Oc3ccccc3)nc21	4%	12%	13%
O=C(O)CCC/C=C\C[C@@H]1[C@@H](/C=C/[C@@H](O)COc2cccc(C(F)(F)F)c2)[C@H](O)C[C@@H]1O	-5%&-14%	0%&-10%	1%[10 µM]
CN(C)Cc1ccccc1-c1cc(N(C)Cc2ccco2)ncn1	-11%	2%	7%
COc1ccc(-c2nc3cnc(Nc4ccccc4)nc3n(CCC#N)c2=O)cc1	1%	-26%	-11%
CC1CCC2[C@](C)(CO)C(O)CC[C@]2(C)C12CCC(CO)(CCO)O2 (some centres not stated)	5%	-2%[24.8 µM]	22%
CC(C)C[C@@H](CC(=O)N[C@@H](CCC(=O)O)CC(=O)O)NC(=O)[C@@H]1CCCC[C@H]1NC(=O)C[C@@H](NC(=O)C[C@H](Cc1ccccc1)NC(=O)[C@@H]1CNCC[C@H]1N)C(C)C	-25%	-2%	5%
CN(C)C(=O)c1ccc(-c2ccc3ncnc(N4CCOCC4)c3c2)cc1	3%	-12%	7%
CC(C)CO/N=C1/C[C@@H](O)[C@@H](O)[C@@H]2[C@@H]3C(=O)N([C@@H](C)c4ccccc4)C(=O)[C@H]3CC[C@@H]12	-3%[10 µM]	-2%[11.7 µM]	20%[10 µM]
Cc1ccc(/C=C2/C(=O)C3(C)CCC2C3(C)C)cc1 (configuration not stated)	-1%	-2%	3%
CC(C)C[C@H](NC(=O)c1ccc(NCc2cnc[nH]2)cc1-c1cccc2ccccc12)C(=O)O	0%	-15%	5%
CS(=O)(=O)Nc1cccc(-c2nc(-n3ccnc3)c3ccccc3n2)c1	-2%	-6%	3%
CCOc1ccccc1-c1nnc2n1N=C(c1cc(OC)ccc1OC)CS2	-3%	-18%	-15%
COc1ccc(CNc2nc(-c3cccc(C#N)c3)nc3ccccc23)c(OC)c1	-8%	?	?
COc1ccc(NC2C[C@H]3CCCC(=O)N4CC[C@@H](C2)[C@@H]34)cc1 (some centres not stated)	0%	3%[94.6 µM]	-2%
CC1(C)S[C@@H]2[C@H](NC(=O)[C@@H](NC(=O)N3CCNC3=O)c3ccccc3)C(=O)N2[C@H]1C(=O)O	-8%[17 µM]	-2%[24.8 µM]	-10%[2.98 µM]
COc1ccccc1CNc1cc(-c2ccccc2C(F)(F)F)ncn1	7%	-9%	12%
CC(=O)OC[C@@H]1O[C@@H](O/N=C2/C[C@@H](O)[C@@H](O)[C@@H]3[C@@H]4C(=O)N(Cc5ccccc5)C(=O)[C@H]4CC[C@@H]23)[C@H](OC(C)=O)[C@H](OC(C)=O)[C@@H]1OC(C)=O	4%[10 µM]	-5%[11.7 µM]	14%[10 µM]
CN(C)Cc1ccccc1-c1nc(NC2CC2)c2ccccc2n1	-16%	-4%	3%
CC(C)NC(=O)N1CCCC2(CCN(S(=O)(=O)c3ccccc3)CC2)C1	3%	6%	-11%
O=S(=O)(Oc1ccc(Cl)cc1)c1ccccc1	0%	-5%	40%
O=S(=O)(c1ccccc1)N1CCC2(CCN(c3ccccc3)CC2)CC1	-6%	-12%	?

Bioassay records as filed in PubChem BioAssay.
